Screening results from PubChem.
EWS-Fli inh – EWS/Fli-driven NR0B1 reporter inhibitors, primary screen, A673 cells, NR0B1 luciferase, luminescence, MLPCN library | viability-normalised | inhibition, % at 12.6 µM | 0.67% of 350,000 active | AID 651661, 2012;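 active = mean inhibition of at least 50% after viability correction, with every replicate also passing that limit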;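 note: firefly luciferase signal divided by Alamar Blue viability fluorescence both relative to DMSO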
esBAF inh – Bmi1 luciferase reporter increase in mESCs, primary screen, esBAF inhibitor project, mouse ES cells, Bmi1 luciferase knock-in, single point | reporter increase, % at 12.5 µM | 2% of 350,000 active | 24 h; 100% = twice the neutral-well signal | AID 602393, 2012; in the data active = activation above about 40%;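 note: 0% = median of the plate's neutral control wells and 100% = double that signal; a rise in the Bmi1 reporter signal indicates esBAF inhibition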
XiGFP reactiv – activators of inactive X chromosome reactivation, primary screen, imaging, XiGFP fibroblasts, GFP high-content imaging, set 2. XiGFP mouse fibroblasts, % GFP-positive cells imaging, 3 d; cells co-treated with 5-aza-dC sensitizer; scaled so ellipticine positive control = 100%. activation, % at 7.58 µM. 0.055% of 360,000 active. AID 743238, 2013;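 active = mean normalized replicate activation at least 10% and every replicate at or above 10%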;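 note: 0% = median of on-plate neutral control wells and 100% = ellipticine 6 µM median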
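material = 68-5-11 XiGFP fibroblast line | medium = DMEM plus 5-aza-dC sensitizer | schedule = 3 days compound exposure | benchmarks = positive control ellipticine, 6 µM final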
E-sel inducer – E-selectin induction in HUVECs, primary screen, imaging, HUVEC, immunofluorescence imaging, single point | P16581 | normalized: neutral wells 0, TNF-alpha wells 100 | activation, % at 7.58 µM | 0.37% of 260,000 active | AID 686992, 2013;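 active = mean E-selectin-positive cell signal at least 10% of the positive control, reached in at least 60% of replicates, without over 20% cell loss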;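 note: in these data hits start at about 27%; measured in HUVEC primary endothelial cells; signal is the percent of cells scored E-selectin positive by PE staining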
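Assay system: HUVEC, human umbilical vein endothelial cells / Amount: 3,000 HUVEC/well / Controls: TNF-alpha positive control, DMSO neutral control / Compound dosing: single concentration / Medium: EGM-2 over gelatin coat / Evaluation: percent E-selectin-positive cells / Signal: immunofluorescence imaging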
RAD54 branch – inhibitors of human RAD54 branch migration, primary screen, biochemical, fluorescence, single point. AID 602329, 2012. 0.14% of 360,000 active. RAD54 Holliday junction branch migration, FAM/BHQ fluorescence. inhibition, % at 10.4 µM. DNA repair and recombination protein RAD54-like (Homo sapiens), Q92698;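 active = mean normalized replicate activity at least 40 and at least half of replicates scoring 40 or more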;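 note: 0% = median of neutral control wells and 100% = median of positive control wells; inhibitors cause a drop in the FAM fluorescence signal; in these data hits start at about 50%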
Target sequence (Q92698 whole entry, looked up): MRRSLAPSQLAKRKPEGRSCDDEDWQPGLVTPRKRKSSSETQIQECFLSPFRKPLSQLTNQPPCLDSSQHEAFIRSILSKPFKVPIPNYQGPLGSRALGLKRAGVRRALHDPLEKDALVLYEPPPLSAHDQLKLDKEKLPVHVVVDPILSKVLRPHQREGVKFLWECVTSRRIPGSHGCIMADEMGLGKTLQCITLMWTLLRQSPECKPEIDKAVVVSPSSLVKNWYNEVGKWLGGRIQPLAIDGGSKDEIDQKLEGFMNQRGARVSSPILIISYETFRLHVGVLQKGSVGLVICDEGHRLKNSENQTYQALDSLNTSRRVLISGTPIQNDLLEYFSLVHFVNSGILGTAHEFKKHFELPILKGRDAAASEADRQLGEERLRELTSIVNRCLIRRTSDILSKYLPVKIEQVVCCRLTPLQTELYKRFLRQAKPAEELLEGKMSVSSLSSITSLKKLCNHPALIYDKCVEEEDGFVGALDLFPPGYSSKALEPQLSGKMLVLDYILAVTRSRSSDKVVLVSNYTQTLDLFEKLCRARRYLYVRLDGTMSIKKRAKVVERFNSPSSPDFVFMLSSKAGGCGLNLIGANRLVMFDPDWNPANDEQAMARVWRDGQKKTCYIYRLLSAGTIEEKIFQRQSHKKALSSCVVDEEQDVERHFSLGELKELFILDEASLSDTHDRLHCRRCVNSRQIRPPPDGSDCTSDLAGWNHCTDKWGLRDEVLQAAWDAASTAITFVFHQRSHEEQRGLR
FN deposit inh – inhibitors of fibronectin matrix deposition, primary screen, AH1F cells, Alexa488-fibronectin fluorescence, plate reader. inhibition, % at 12.6 µM. 0.086% of 350,000 active. AH1F fibroblasts, overnight;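 active = mean inhibition across replicates of 30% or more, regardless of how many single replicates reach that level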;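 note: positive control wells lacked labelled fibronectin entirely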
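material = AH1F fibroblast monolayer depositing Alexa488-labelled fibronectin into matrix | amount = 10000 AH1F cells/well | buffer or medium = DMEM plus 2% serum, read in PBS | incubation = 1 h cell adhesion before compound, then overnight fibronectin incubation | detection = fluorescence at 485 nm excitation, 525 nm emission | evaluation = percent inhibition as loss of matrix-bound fibronectin fluorescence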
S100A4 inh HTS – inhibitors of S100A4-myosin IIA peptide binding, primary screen, biochemical, fluorescence polarization, TAMRA-MyoIIA peptide; inhibition, % at 10.7 µM; Protein S100-A4 (Homo sapiens), P26447; 0.14% of 360,000 active;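 active = mean inhibition of at least 70% across replicates, with every replicate also reaching that level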
Target sequence (P26447 whole entry, looked up): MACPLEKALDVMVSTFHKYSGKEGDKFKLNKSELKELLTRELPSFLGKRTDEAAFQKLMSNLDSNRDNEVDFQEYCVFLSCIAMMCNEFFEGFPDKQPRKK
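Material: S100A4 monomer protein / Buffer or medium: 50 mM HEPES pH 7.2, 10 mM CaCl2, 100 mM KCl / Times: 5 min incubation before reading / Benchmarks: neutral control DMSO, positive control TFP / Reagent: labelled myosin peptide probe, 5 nM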
RAD52 anneal inh – RAD52 DNA annealing inhibitors, primary screen, biochemical, FRET, single point, set 2. 0.46% of 360,000 active. recombinant RAD52 DNA annealing, FRET fluorescence. inhibition, % at 18.7 µM. DNA repair protein RAD52 homolog (Homo sapiens), P43351;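 active = every replicate showing at least 50% inhibition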
* hit, by the source's call; x = not tested or not shown; & = joins results of further samples. Hits appear at their usual frequency; any-hit rate near 3%.

SMILES | EWS-Fli inh | esBAF inh | XiGFP reactiv | E-sel inducer | RAD54 branch | FN deposit inh | S100A4 inh HTS | RAD52 anneal inh
COc1cccc(-c2cn(CC[C@@H]3CC[C@@H](NS(=O)(=O)Cc4ccccc4)[C@@H](CO)O3)nn2)c1 | -18 | 5 | 0.1 | -0.5 | -10 | -7 | 8 | -10
CCN(CC)S(=O)(=O)c1ccc(N2C(=O)CC2(/C=C/c2ccccc2)C(=O)NC2CCCC2)cc1 (configuration not stated) | 14 | 2 | -0.1 | 0.5 | 4 | -7 | -4 | -13
O=C(NC1CC1)C1=C[C@@H](c2ccccc2)C[C@@H](OCc2ccc(CO)cc2)O1 | -3 | 3 | 0.1 | 0.0 | -2 | 8 | -4 | -86
Cc1cccc(CCN2C(N(C)C)=NC[C@@H]2CC(C)C)c1 | 11 | -13 | 0.1 | -0.1 | -6 | -5 | 0 | -4
COc1ccc(NS(=O)(=O)c2cccc(C(=O)NCc3cccnc3)c2)cc1 | 14 | -1 | 0.0 | x | -6 | 4 | -2 | -8
Cc1cc(-c2nn(-c3ccccc3F)cc2CN2CCCC(CO)C2)c(C)s1 (configuration not stated) | 2 | -8 | 0.1 | x | -16 | 3 | -4 | -41
O=[N+]([O-])c1cccnc1Nc1ccc(Cl)cc1 | -15 | 7 | -0.1 | 4.3 | -1 | x | -1 | -33
CCOc1nc(C)ccc1-c1noc(-c2cccnc2)n1 | -63 | 17 | 0.1 | x | -13 | -3 | -3 | -14
CN(C)c1ccc(/C=N/N=C2/SC(CC(=O)O)C(=O)N2c2ccc(O)cc2)cc1 (configuration not stated) | 0 | x | 0.1 | x | x | -8 | -2 | 2
CC(=O)Nc1cccc(/C(C)=N/NC(=O)c2ccc3c(c2)OCO3)c1 | -91 | x | 0.0 | x | x | -4 | -1 | -24
CCCCNc1cnn(-c2ccccc2)c(=O)c1Cl | -32 | x | 0.5 | -0.1 | x | -8 | 4 | -11
C[C@H](CO)N1C[C@H](C)[C@H](CN(C)Cc2ccc3c(c2)OCO3)OCCCC[C@H](C)Oc2ccc(NC(=O)Nc3ccc(F)cc3)cc2C1=O | -3 | 3 | -1.1 | 0.0 | 1 | x | 9 | 15
O=C(/C=C/c1ccc[nH]1)c1ccc(F)cc1 | -52 | x | 0.1 | -0.4 | x | -1 | -6 | -18
COc1cccc(NC(=O)CSc2nc3scc(C)c3c(=O)[nH]2)c1 | -1 | 3 | 0.3 | 0.1 | -1 | 6 | 1 | -17
CCOC(=O)c1cccc(NC(=O)c2ccc(F)cc2F)c1 | -100 | -13 | 0.0 | 0.0 | 8 | 2 | x | x
CCOC(=O)Cn1cc(/C=N/NC(=O)c2cc3ccccc3o2)c2ccccc21 | -4 | x | 0.2 | 5.3 | x | -4 | -1 | 1
COc1ccc(NC(=S)NCCCN2CCCC2=O)c(OC)c1 | 7 | x | 0.4 | x | x | -5 | 0 | -6
Cc1ccc(Cc2nnc(SCC(=O)Nc3ccccc3Cl)[nH]c2=O)cc1 | 5 | 1 | 0.3 | x | 1 | 0 | -2 | -9
CCCCC[C@@H](C)N1C[C@H](COCc2ccccc2)Oc2cc(N3CC[C@@H](N(C)C)C3)ccc2S1(=O)=O | 42 | x | 0.6 | 0.9 | x | -2 | -6 | -17
C[C@H]1CN([C@@H](C)CO)C(=O)Cc2cc(NS(=O)(=O)c3ccc(F)cc3)ccc2O[C@@H]1CN(C)C(=O)Nc1ccccc1 | 2 | 4 | -0.1 | -0.1 | 0 | x | -1 | -6

Looked up by compound from above, 2 records:
SMILES | EWS-Fli inh | esBAF inh | XiGFP reactiv | E-sel inducer | RAD54 branch | FN deposit inh | S100A4 inh HTS | RAD52 anneal inh
COc1ccc(NC(=S)NCCCN2CCCC2=O)c(OC)c1 | 7 | x | 0.4 | x | x | -5 | 0 | -6
CCOC(=O)c1cccc(NC(=O)c2ccc(F)cc2F)c1 | -100 | -13 | 0.0 | 0.0 | 8 | 2 | x | x

The list continues:
SMILES | EWS-Fli inh | esBAF inh | XiGFP reactiv | E-sel inducer | RAD54 branch | FN deposit inh | S100A4 inh HTS | RAD52 anneal inh
CCOC(=O)C1Nc2c(cc(C(F)(F)F)cc2[N+](=O)[O-])C2c3ccccc3CC12 (configuration not stated) | 3 | 8 | 0.1 | 0.1 | 1 | -8 | x | x
COCCNC(=S)N(CCCO)Cc1cc2cc3c(cc2[nH]c1=O)OCO3 | -6 | -10 | 0.2 | 0.0 | 4 | 0 | -7 | -3
C[C@H]1CN([C@@H](C)CO)C(=O)c2cccc(NS(C)(=O)=O)c2O[C@@H]1CN(C)CC1CC1 | -4 | -8 | 0.5 | 3.0 | -2 | 0 | 3 | -5
Nc1ncnc(Nc2cc(C(F)(F)F)cc(C(F)(F)F)c2)n1 | 11 | x | 0.3 | 1.0 | x | 5 | 3 | -16
CC1CCCN(C(=O)COC(=O)C2=COCCO2)C1 (configuration not stated) | -23 | 19 | 0.2 | 0.2 | -7 | -14 | 5 | -30
Cn1c(C(=O)N2CCC(C(=O)NCc3ccccc3)CC2)cc2sccc21 | 2 | -1 | 0.1 | x | 0 | -15 | 2 | 1
COc1cc2ncnc(NCCCN3CCOCC3)c2cc1OC | 7 | x | 0.1 | 2.3 | x | -17 | -3 | 7
Cc1ccc(OCC(=O)N2CCCCCCC2)cc1 | -19 | 28 | 0.1 | 0.1 | 1 | 0 | 6 | -8
CC(C)(C)c1ccc(CC(=O)N2CCC2(C)C(=O)NS(=O)(=O)c2cccs2)cc1 (configuration not stated) | 15 | 0 | -0.1 | 0.0 | -23 | 14 | 1 | 2
O=C(NCc1cc(Cl)cc(Cl)c1)c1ccc2nc([C@H]3C[C@H](O)[C@@H](CO)O3)[nH]c2c1 | 9 | 4 | 0.7 | x | 2 | 1 | -7 | -5
CCC(C)n1c(SCC(=O)N(CC)c2c(N)n(Cc3ccccc3)c(=O)[nH]c2=O)nc2ccccc2c1=O (configuration not stated) | 6 | 2 | 0.0 | 0.1 | -6 | -2 | 1 | -17
Cc1ccccc1/C=C/C12NC(=O)CN1c1ccccc1C2(C)C (configuration not stated) | -29 | 30 | 0.1 | 0.3 | 7 | -4 | -13 | -16
C/C=C\C=C/C(=O)Nc1cccc(C2=NOC3(C2)C[C@@H](C(N)=O)N(C(=O)C2(C)CC2)C3)c1 (some centres not stated) | 1 | -3 | 0.0 | 0.0 | -11 | -2 | 7 | -15
O=S(=O)(c1cccc2cccnc12)N(CCO)CCO | -3 | 3 | 0.2 | x | -8 | 4 | 19 | -15
O=C(NCc1ccc(Cl)cc1)C1CCCN(c2cnccn2)C1 (configuration not stated) | x | 7 | 0.1 | x | 3 | -12 | -1 | 3
COCC(=O)N1CC(=O)N2[C@H](CO)[C@@H](c3ccc(C#Cc4cccc(OC)c4)cc3)[C@H]2C1 | 4 | x | -0.1 | -0.1 | x | x | -5 | -2
C[C@H](CO)N1C[C@H](C)[C@H](CN(C)S(=O)(=O)c2cn(C)cn2)Oc2ccc(NC(=O)Nc3ccc(C(F)(F)F)cc3)cc2CC1=O | 61* | 5 | -1.2&0.0 | 0.3&0.2 | -11 | 5&-21 | 0 | -36
Cc1ccc2nc(-c3ccc(NC(=O)COCC(=O)O)cc3)sc2c1 | -52 | x | 0.0 | 0.1 | -3 | -1 | 2 | -16
CCC(=O)N1[C@H](C(=O)NC2CCC2)[C@@H](CO)[C@@H]2Cn3c(ccc(C4=CCCCC4)c3=O)[C@@H]21 | 4 | -5 | -0.1 | 0.0 | -5 | x | -3 | 11
CC(NC(=O)c1ccc(C(F)(F)F)cc1)C(c1ccccc1)N1CCOCC1 (configuration not stated) | -11 | -4 | 0.4 | x | -5 | -14 | -5 | -11

Given as labelled records: part of the list above
CCN(CC)S(=O)(=O)c1ccc(N2C(=O)CC2(/C=C/c2ccccc2)C(=O)NC2CCCC2)cc1 (configuration not stated)
  EWS-Fli inh = 14 | esBAF inh = 2 | XiGFP reactiv = -0.1 | E-sel inducer = 0.5 | RAD54 branch = 4 | FN deposit inh = -7 | S100A4 inh HTS = -4 | RAD52 anneal inh = -13

COc1ccc(NC(=S)NCCCN2CCCC2=O)c(OC)c1
  EWS-Fli inh = 7 | esBAF inh = x | XiGFP reactiv = 0.4 | E-sel inducer = x | RAD54 branch = x | FN deposit inh = -5 | S100A4 inh HTS = 0 | RAD52 anneal inh = -6

Continued:
SMILES | EWS-Fli inh | esBAF inh | XiGFP reactiv | E-sel inducer | RAD54 branch | FN deposit inh | S100A4 inh HTS | RAD52 anneal inh
O=C(C1CCC1)N1CC2(C1)[C@H](c1ccccc1)[C@H](CO)N2C(=O)c1cccnc1 | 0 | x | 0.2 | 0.0 | x | -1 | -2 | 2
O=S1(=O)CC/C(=N/Nc2ccccn2)c2cc(F)ccc21 | -2 | x | 0.6 | 4.0 | x | -4 | -5 | -12
O=C(O)C[C@@H]1CC[C@@H](NC(=O)Nc2ccccc2)[C@@H](CO)O1 | -4 | -4 | -0.5 | -0.4 | 4 | -3 | -4 | 3
Cc1cccc(CC(C)NC(=O)CCc2nnc(-c3ccccc3)o2)n1 (configuration not stated) | -1 | 3 | 0.1 | 0.5 | -5 | -17 | 3 | -21
Cc1oc2ccc(NS(=O)(=O)c3ccccc3)cc2c1C(=O)Nc1ccccc1 | -15 | x | 0.3 | x | x | -15 | -5 | -6
O=C(NC1CCC(O)CC1)c1cccc2cccnc12 (configuration not stated) | 0 | -1 | 0.0 | x | x | 4 | -23 | -10
Cc1cccc(NC(=O)CNC(=O)c2cn(Cc3ccccc3)nc2-c2cccnc2)c1C | -2 | -5 | 0.3 | 4.1 | -7 | 2 | 1 | -13
CCOc1ccc(Br)cc1S(=O)(=O)NCCN1CCCC1 | 8 | -1 | 0.1 | 1.1 | -4 | -2 | -1 | -4
CC(NC(=O)c1cccc(S(=O)(=O)N2CCN(C)CC2)c1)C1CC2CCC1C2 (configuration not stated) | 3 | x | 0.0 | 0.0 | x | 0 | 1 | -7
COCCC(=O)N1CCCC(CCC(=O)NCc2ccc(F)c(F)c2)C1 (configuration not stated) | -20 | 6 | 0.0 | x | 2 | x | -6 | -8
C[C@@H]1CN([C@H](C)CO)S(=O)(=O)c2ccc(C3=CCCC3)cc2O[C@H]1CN(C)Cc1ccncc1 | 5 | -3 | -0.7 | 0.1 | -5 | -3 | 0 | 5

Structures shown so far containing an aryl thioether with sulfur outside any ring (three):
SMILES | EWS-Fli inh | esBAF inh | XiGFP reactiv | E-sel inducer | RAD54 branch | FN deposit inh | S100A4 inh HTS | RAD52 anneal inh
COc1cccc(NC(=O)CSc2nc3scc(C)c3c(=O)[nH]2)c1 | -1 | 3 | 0.3 | 0.1 | -1 | 6 | 1 | -17
Cc1ccc(Cc2nnc(SCC(=O)Nc3ccccc3Cl)[nH]c2=O)cc1 | 5 | 1 | 0.3 | x | 1 | 0 | -2 | -9
CCC(C)n1c(SCC(=O)N(CC)c2c(N)n(Cc3ccccc3)c(=O)[nH]c2=O)nc2ccccc2c1=O (configuration not stated) | 6 | 2 | 0.0 | 0.1 | -6 | -2 | 1 | -17
